NPY-Y2 PAM-ag: human NPY-Y2 potentiation or agonism, primary screen | cells expressing NPY-Y2, potentiator/agonist read-out | 0.45% of 220,000 active | AID 1359 | activation, % at 3.6 µM | P49146; in the data active = activation above about 27%;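 note: cells stimulated with NPY near EC25 plus isoproterenol at EC100; 0% = vehicle plus submaximal agonist and 100% = vehicle plus saturating agonist; some results beyond the cut were filed as inactive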
Mdm2 ligase inh: blocks human Mdm2 ubiquitin ligase activity; cell-based MDM2 ubiquitination luciferase reporter, 2 h; 0 = plate control, 100 = twice control, blank-subtracted; Q00987; 0.11% of 210,000 active; signal enhancement, % at 5 µM;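 active = signal enhancement of 30% or more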;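 note: luminescence tracks abundance of the self-degrading MDM2-luciferase fusion protein; higher signal means inhibition of MDM2 E3 ligase activity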
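Test system: mammalian cells stably expressing self-ubiquitinating, self-degrading MDM2 E3–luciferase fusion; Amount: 2000 cells in each well; Medium: DMEM; Schedule: 4 h settle plus 2 h compound, 37 °C; Technique: SteadyLite luciferase luminescence after 15 min room-temperature reagent incubation; Benchmarks: plate control and blank wells.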
p97 inhibitor: inhibitors of human p97 ATPase | P55072 | recombinant p97 ATPase, Kinase-Glo ATP luminescence, 3 h | inhibition, % at 8 µM | 0.42% of 220,000 active; in the data active = inhibition above about 15%;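 note: 0% = DMSO vehicle and 100% = wells lacking enzyme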
NPY-Y1 PAM-ag: human NPY-Y1 potentiation or agonism, primary screen. P25929. NPY-Y1 expressing cells, potentiator/agonist activation. activation, % at 3.6 µM. 0.37% of 220,000 active; in the data active = activation above about 33%, passing the limit was not always enough;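 note: cells stimulated with NPY at EC10 then isoproterenol at EC100; 0% = low agonist plus stimulus and 100% = saturating agonist plus stimulus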
RBBP9 inh: human RBBP9 hydrolase inhibition. O75884. recombinant RBBP9, FP-Rh probe fluorescence polarization. inhibition, % at 7.94 µM. 0.2% of 220,000 active;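 active = inhibition above the campaign mean of all tested compounds plus 3 SD, cut at about 14% in these data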;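 note: plate controls were DMSO wells with RBBP9 for no effect and wells lacking RBBP9 protein for full effect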
Target sequence (O75884 whole entry, looked up): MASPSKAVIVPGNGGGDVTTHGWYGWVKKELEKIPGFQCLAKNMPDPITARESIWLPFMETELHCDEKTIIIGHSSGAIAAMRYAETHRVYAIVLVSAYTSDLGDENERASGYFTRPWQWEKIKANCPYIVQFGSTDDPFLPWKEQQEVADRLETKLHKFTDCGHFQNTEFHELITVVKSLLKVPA
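Test system: recombinant human RBBP9; Timing: 30 min then 45 min, 25 °C; Detection: fluorescence polarization; Control set: RBBP9 with DMSO as uninhibited control, no-protein wells as full inhibition; Compound dosing: one concentration, 7.94 µM nominal, 0.794% DMSO; Probe or stimulus: FP-Rh activity-based probe, 375 nM before mixing.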
Hck Nef HTS: inhibitors of human Hck kinase activated by Nef | P08631 | Recombinant Hck-YEEI plus Nef, Z-Lyte FRET kinase assay | inhibition, % at 20 µM | 0.68% of 220,000 active | AID 463187;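 active = Hck-Nef kinase inhibition above about 50%, limit read from the data; inactive = inhibition below that limit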;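 note: 0% = DMSO with Hck plus Nef and 100% = Hck alone without Nef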
Target sequence (P08631 whole entry, looked up): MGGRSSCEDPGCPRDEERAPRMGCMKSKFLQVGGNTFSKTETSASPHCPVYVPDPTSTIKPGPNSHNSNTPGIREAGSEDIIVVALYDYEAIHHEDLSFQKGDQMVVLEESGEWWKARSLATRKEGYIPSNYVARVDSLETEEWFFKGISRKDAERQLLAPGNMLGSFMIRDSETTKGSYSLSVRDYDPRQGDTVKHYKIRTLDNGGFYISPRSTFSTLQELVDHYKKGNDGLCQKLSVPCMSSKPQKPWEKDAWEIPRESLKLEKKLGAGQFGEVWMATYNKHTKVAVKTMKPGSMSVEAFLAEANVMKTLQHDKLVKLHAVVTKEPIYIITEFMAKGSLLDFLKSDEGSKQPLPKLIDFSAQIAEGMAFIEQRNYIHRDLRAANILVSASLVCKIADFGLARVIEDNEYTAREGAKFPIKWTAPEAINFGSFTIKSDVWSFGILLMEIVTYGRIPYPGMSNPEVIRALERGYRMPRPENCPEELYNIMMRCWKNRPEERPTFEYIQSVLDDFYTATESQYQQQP
Runt-CBFb FRET: inhibitors of human RUNX1 Runt domain binding to CBFb; Q01196+Q13951; Cerulean-Runt/Venus-CBFb FRET ratio 530/480, 1 h; inhibition, % at 20 µM; 0.46% of 220,000 active;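 active = inhibition over about 50% at 20 µM in the single-dose screen, limit read from the data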;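 note: 0% = DMSO wells and 100% = excess unlabeled CBFb competitor control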
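Buffer or medium: Tris pH 7.5 buffer with BSA. Assay system: Cerulean-labeled Runt domain protein. Amount: each fluorescent fusion protein 100 nM. Read-out basis: loss of energy transfer signal. Incubation: 1 h compound exposure, room temperature. Probe or stimulus: Venus-CBFb binding partner, 100 nM. Detection: FRET, excitation 422 nm, emission at 530 and 480 nm.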
Runt-SMMHC FRET: Runt domain-CBFb-SMMHC interaction inhibition | AID 1434 | 0.74% of 220,000 active | Cerulean-Runt/Venus-CBFb-SMMHC FRET ratio 530/480, 1 h | Q01196+Q13951 | inhibition, % at 20 µM;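 active = mean inhibition across duplicate retests at 20 µM reaching about 50%, limit read from the data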;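 note: 0% = DMSO wells and 100% = wells with excess untagged CBFb-SMMHC; inhibitors lower the FRET ratio by blocking Runt binding to CBFb-SMMHC; some results filed as inactive read as strong as hits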
NPY Y1 blocker: NPY-Y1 (human) receptor antagonism; inhibition, % at 3.6 µM; 1% of 200,000 active; P25929; HEK293-CNG Y1 cells, membrane potential fluorescence; NPY at EC95, then isoproterenol;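 active = inhibition above the campaign mean inhibition of all tested compounds plus 3 SD, cut at about 20% in these data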;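 note: 0% = DMSO wells given NPY plus isoproterenol and 100% = isoproterenol alone without NPY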
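material = HEK293 cells with Y1 receptor plus CNG channel | also added = NPY 25 nM then isoproterenol 1 µM plus Ro 20-1724 25 µM | schedule = dye 3 h, compound 60 min room temperature, stimulation 45 min | measured by = membrane potential fluorescence | benchmarks = high control isoproterenol alone, low control NPY with isoproterenol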
Starred values were filed as active, the others as inactive.

Screening Cn1c(=O)c2c(SCC(=O)NCc3ccco3)nc(CC(C)(C)C)nc2n(C)c1=O returned NPY-Y2 PAM-ag 5, Mdm2 ligase inh -15, p97 inhibitor -5, NPY-Y1 PAM-ag -16, RBBP9 inh 3, Hck Nef HTS 1, Runt-CBFb FRET 2, Runt-SMMHC FRET 2 and NPY Y1 blocker 0.
For Cc1sc2nc(CN3CCCC3)nc(N3CCC(C(N)=O)CC3)c2c1C the results were NPY-Y2 PAM-ag -12, Mdm2 ligase inh -9, p97 inhibitor -1, NPY-Y1 PAM-ag -11, RBBP9 inh 0, Hck Nef HTS 1, Runt-CBFb FRET -2, Runt-SMMHC FRET -4 and NPY Y1 blocker 5.
For Cc1cccc(S(=O)(=O)Nc2ccc(C)c3c2OC(C)(C)C3)c1 the results were NPY-Y2 PAM-ag 0, Mdm2 ligase inh 6, p97 inhibitor -7, NPY-Y1 PAM-ag 1, RBBP9 inh 1, Hck Nef HTS -1, Runt-CBFb FRET 2, Runt-SMMHC FRET -7 and NPY Y1 blocker -8.
`O=C(COc1ccc(Cl)cc1)Nc1ccc(N2CCN(C(=O)c3ccco3)CC2)cc1` gave NPY-Y2 PAM-ag 6, Mdm2 ligase inh -20, p97 inhibitor -8, NPY-Y1 PAM-ag 14, RBBP9 inh -2, Hck Nef HTS 0, Runt-CBFb FRET 1, Runt-SMMHC FRET -2 and NPY Y1 blocker -11.
CCC(=O)/C=C1\Sc2ccccc2N1CC was read as NPY-Y2 PAM-ag -4, Mdm2 ligase inh 3, p97 inhibitor -1, NPY-Y1 PAM-ag 10, RBBP9 inh -1, Hck Nef HTS -3, Runt-CBFb FRET 1, Runt-SMMHC FRET -2 and NPY Y1 blocker 2.
For O=C(NCCCn1ccnc1)C(=O)NCC1OCCN1S(=O)(=O)c1ccccc1 (stereo unspecified) the results were NPY-Y2 PAM-ag -6, Mdm2 ligase inh -71, p97 inhibitor 3, NPY-Y1 PAM-ag -14, RBBP9 inh 4, Hck Nef HTS 28, Runt-CBFb FRET 3, Runt-SMMHC FRET 1 and NPY Y1 blocker -2.
For O=C(NCCc1c[nH]c2ccccc12)C(=O)NCC1OCCN1S(=O)(=O)c1ccc(F)cc1 (stereo unspecified) the results were NPY-Y2 PAM-ag -1, p97 inhibitor 0, NPY-Y1 PAM-ag 18, RBBP9 inh -4, Hck Nef HTS 2, Runt-CBFb FRET -2, Runt-SMMHC FRET 0 and NPY Y1 blocker -4.
`CN1CCCC(OC(=O)c2cccc(Cl)c2)C1` (stereo unspecified) gave NPY-Y2 PAM-ag -9, Mdm2 ligase inh -10, p97 inhibitor -6, NPY-Y1 PAM-ag -12, RBBP9 inh -7, Hck Nef HTS 28, Runt-CBFb FRET 1 and Runt-SMMHC FRET 0.
Screening Cc1cccc(NC(=S)NNC(=O)COc2ccc(Cl)cc2Cl)c1 returned NPY-Y2 PAM-ag 4, Mdm2 ligase inh 2, p97 inhibitor -1, NPY-Y1 PAM-ag -12, RBBP9 inh -6, Hck Nef HTS 2, Runt-CBFb FRET -7, Runt-SMMHC FRET -12 and NPY Y1 blocker -5.
For COC(=O)c1cn(-c2ccccc2)nc1-c1ccccc1 the results were NPY-Y2 PAM-ag -28, Mdm2 ligase inh -11, p97 inhibitor -5, NPY-Y1 PAM-ag -48, RBBP9 inh 2, Hck Nef HTS -19, Runt-CBFb FRET 1, Runt-SMMHC FRET 1 and NPY Y1 blocker 8.
`O=C(O)CSc1nc(-c2ccccc2)nc2c1CCCC2` gave NPY-Y2 PAM-ag -20, Mdm2 ligase inh -24, p97 inhibitor 6, NPY-Y1 PAM-ag 31, RBBP9 inh -3, Hck Nef HTS 4, Runt-CBFb FRET 3 and Runt-SMMHC FRET -6.
CC(C)(C)NC(=O)CCCSc1nc2ccccc2s1 was read as NPY-Y2 PAM-ag -17, Mdm2 ligase inh -10, p97 inhibitor -6, NPY-Y1 PAM-ag 0, RBBP9 inh -7, Hck Nef HTS 16, Runt-CBFb FRET -1, Runt-SMMHC FRET 2 and NPY Y1 blocker -2.
For C=CCn1c(CSc2nc3ccccc3s2)nnc1SCC(=O)NCCN1CCOCC1 the results were NPY-Y2 PAM-ag -1, Mdm2 ligase inh 1, p97 inhibitor -3, NPY-Y1 PAM-ag -1, RBBP9 inh 1, Hck Nef HTS 14, Runt-CBFb FRET 0, Runt-SMMHC FRET 1 and NPY Y1 blocker 6.
`CCOC(=O)C1=C(C)NC(=O)NC1c1ccc(OCC(N)=O)cc1` (stereo unspecified) gave NPY-Y2 PAM-ag -18, Mdm2 ligase inh -5, p97 inhibitor 0, NPY-Y1 PAM-ag -41, RBBP9 inh 1, Hck Nef HTS 8, Runt-CBFb FRET 0, Runt-SMMHC FRET -1 and NPY Y1 blocker 2.
Cc1cc(NC(=O)c2cc3n(n2)C(C(F)(F)F)CC(c2ccco2)N3)n(-c2ccccc2)n1 (stereo unspecified) was read as NPY-Y2 PAM-ag 8, Mdm2 ligase inh -5, p97 inhibitor 7, NPY-Y1 PAM-ag 5, RBBP9 inh 1, Hck Nef HTS -1, Runt-CBFb FRET -3, Runt-SMMHC FRET -5 and NPY Y1 blocker -1.
Screening O=C(N/N=C/C=C/c1ccccc1)c1ccccc1Br returned NPY-Y2 PAM-ag -11, Mdm2 ligase inh -6, p97 inhibitor -1, NPY-Y1 PAM-ag 21, RBBP9 inh -4, Hck Nef HTS 0, Runt-SMMHC FRET 1 and NPY Y1 blocker -1.
Screening Cc1ccc(/C(N)=N/OC(=O)Oc2ccccc2)cc1 returned NPY-Y2 PAM-ag -9, Mdm2 ligase inh -11, p97 inhibitor -10, NPY-Y1 PAM-ag 1, RBBP9 inh -2, Hck Nef HTS -2, Runt-CBFb FRET 2, Runt-SMMHC FRET -1 and NPY Y1 blocker 1.
O=c1oc2cc(O)ccc2cc1-c1ccc(F)cc1 was read as NPY-Y2 PAM-ag -23, Mdm2 ligase inh -7, p97 inhibitor -8, NPY-Y1 PAM-ag 4, RBBP9 inh -9, Hck Nef HTS 22, Runt-CBFb FRET 18, Runt-SMMHC FRET 62* and NPY Y1 blocker -2.
Screening O=C(CSc1nnnn1-c1ccccc1)N1CCc2ccccc2C1 returned NPY-Y2 PAM-ag -13, Mdm2 ligase inh -9, p97 inhibitor -8, NPY-Y1 PAM-ag -11, RBBP9 inh -2, Hck Nef HTS -3, Runt-CBFb FRET -1, Runt-SMMHC FRET -2 and NPY Y1 blocker 4.
`COc1ccccc1-c1cn(S(=O)(=O)c2ccc(F)cc2)nc1N` gave NPY-Y2 PAM-ag 6, Mdm2 ligase inh 0, p97 inhibitor -3, NPY-Y1 PAM-ag 30, RBBP9 inh -2, Hck Nef HTS 0, Runt-CBFb FRET 2, Runt-SMMHC FRET 2 and NPY Y1 blocker -7.
Screening COc1ccc(C(C(=O)NC2CCCCC2)N(C(=O)Cc2c[nH]c3ccccc23)c2ccccc2C)cc1OC (stereo unspecified) returned NPY-Y2 PAM-ag 10, Mdm2 ligase inh -16, p97 inhibitor 3, NPY-Y1 PAM-ag 13, RBBP9 inh 2, Hck Nef HTS 2, Runt-CBFb FRET 1, Runt-SMMHC FRET 1 and NPY Y1 blocker -1.
Cc1noc(C)c1COC(=O)c1ccc(-c2nc3ccccc3s2)s1 was read as NPY-Y2 PAM-ag 15, Mdm2 ligase inh -13, p97 inhibitor 2, NPY-Y1 PAM-ag 17, RBBP9 inh -2, Hck Nef HTS 0, Runt-CBFb FRET -4, Runt-SMMHC FRET -5 and NPY Y1 blocker -1.
Screening COc1cc2c(C(=O)NCCCN3CC(C)CC(C)C3)cn(CC(C)C)c(=O)c2cc1OC (stereo unspecified) returned NPY-Y2 PAM-ag 6, Mdm2 ligase inh -26, p97 inhibitor -3, NPY-Y1 PAM-ag 3, RBBP9 inh -3, Hck Nef HTS 1, Runt-CBFb FRET 0, Runt-SMMHC FRET 1 and NPY Y1 blocker 2.
`O=C1CCC(=O)N1c1ccc(NCCc2ccccc2F)c([N+](=O)[O-])c1` gave NPY-Y2 PAM-ag -4, Mdm2 ligase inh -6, p97 inhibitor -3, NPY-Y1 PAM-ag -22, RBBP9 inh -9, Hck Nef HTS 25, Runt-CBFb FRET -7, Runt-SMMHC FRET -4 and NPY Y1 blocker -3.
For O=C(/C=C/c1ccc(Cl)cc1Cl)NC(=S)Nc1ccccn1 the results were NPY-Y2 PAM-ag 2, Mdm2 ligase inh -5, p97 inhibitor -2, NPY-Y1 PAM-ag 10, RBBP9 inh 1, Hck Nef HTS 2, Runt-CBFb FRET 1, Runt-SMMHC FRET 0 and NPY Y1 blocker -6.
CC(C)N(C(=O)Nc1ccc2nsnc2c1)C(C)C was read as NPY-Y2 PAM-ag -20, Mdm2 ligase inh -9, p97 inhibitor 42*, NPY-Y1 PAM-ag 13, RBBP9 inh 2, Hck Nef HTS 19, Runt-CBFb FRET 7, Runt-SMMHC FRET -23 and NPY Y1 blocker 3.
For CCC1ON(C(C)C)C2c3nc4ccccc4n3CC12 (stereo unspecified) the results were Mdm2 ligase inh -1, Hck Nef HTS 28, Runt-CBFb FRET 1 and Runt-SMMHC FRET 2.
`O=C(OCC(=O)N1CCN(C(=O)c2ccco2)CC1)c1ccccc1C(=O)c1ccccc1` gave NPY-Y2 PAM-ag -23, Mdm2 ligase inh -4, p97 inhibitor 0, NPY-Y1 PAM-ag -21, RBBP9 inh 6, Hck Nef HTS 1, Runt-CBFb FRET 0, Runt-SMMHC FRET 4 and NPY Y1 blocker 5.
`COc1c(C)cccc1C(=O)Nc1cc(-c2nn3c(C)nnc3s2)ccc1C` gave NPY-Y2 PAM-ag 3, p97 inhibitor -2, NPY-Y1 PAM-ag -4, RBBP9 inh -3, Hck Nef HTS 20 and NPY Y1 blocker -5.
Screening CC(=O)c1ccc(N2CCc3ccccc3C2)c([N+](=O)[O-])c1 returned NPY-Y2 PAM-ag 8, Mdm2 ligase inh -15, p97 inhibitor 7, NPY-Y1 PAM-ag 15, RBBP9 inh -4, Hck Nef HTS -6, Runt-CBFb FRET -1 and Runt-SMMHC FRET -4.

High-throughput results as filed in PubChem BioAssay.
